b-catenin transl: modulators of beta-catenin nuclear translocation, primary screen, imaging, HeLa cells, immunofluorescence, high-content. nuclear translocation activity, % at 5 µM. 190,000 tested, 0.3% active. AID 1665, 2009;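 active means nuclear translocation activity above 50% at 5 µM, with a well cell count of 50 or more; inconclusive means wells under 50 cells across six images, flagged as toxic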;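 further: per-cell ratio of nuclear to cytoplasmic median beta-catenin stain intensity; plate controls were DMSO negative control for no effect and GSK-3 inhibitor IX positive control for full effect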
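Test system: human HeLa cells, endogenous beta-catenin. Times: 24 h compound exposure, 37°C. Measured by: beta-catenin immunofluorescence imaging with DAPI.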
Autophagy HCS: autophagy modulators in MEF cells, primary screen, imaging, high-content, MEF GFP-LC3; 190,000 tested, 0.98% active; MEF GFP-LC3 puncta imaging; test concentration mostly 10 µM; calls only at 10 µM (by protocol); AID 463193, 2010;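 active means percentage of spot-positive cells more than 3 SD above its plate mean, without a fluorescence outlier flag or 80% toxicity; inconclusive means no clear call, values can overlap the other calls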;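 further: spot-positive cell cutoff set from DMSO-treated cells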
PMI inhibitors: inhibitors of human PMI, primary screen, biochemical, fluorescence intensity, coupled assay (AID 1209). 190,000 tested, 0.42% active. inhibition, % at 20 µM, or IC50 in µM where a hit was titrated. purified PMI enzyme, coupled fluorescence intensity; higher % means a stronger effect. Mannose-6-phosphate isomerase (Homo sapiens);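 further: plate controls were DMSO vehicle for no effect and wells lacking substrate for full effect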
T cell HTS: modulators of CD8 T cell-vesicle binding, primary screen, mouse 2C CD8+ T cells, flow cytometry; calls only at 7 µM; 2C CD8+ T cell-vesicle binding; active compounds read low; AID 2052, 2009; 330,000 tested, 0.068% active;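 active means response, share of CD8 T cells binding vesicles, and their 90th percentile fluorescence all below set limits, cut at about 80% in these data, passing the limit was not always enough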
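Also added: QL9-peptide-loaded Drosophila micro-vesicles bearing Ld, ICAM-1 and B7-1; Test system: purified 2C TCR transgenic mouse naive CD8+ T cells; Measured by: cytometric PE anti-B7-1 and Alexa647 anti-CD8 signals after 1% paraformaldehyde fixation; Timing: binding step 1.5 h, 37 °C, antibody labelling 20 min, ice.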
Ins promoter up: insulin promoter activators in MIN6 cells, imaging, high-content screening, mouse beta cells; MIN6 insulin promoter-GFP reporter; active compounds read high; AID 1625, 2009; z-score at 5 µM; 190,000 tested, 0.3% active;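 active means z-score above 3 at 5 µM with at least 500 cells counted in the well; inconclusive means wells under 500 cells, flagged as cytotoxic or low count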
TNAP activators: human TNAP enzyme activators, primary screen, biochemical, luminescent, no phosphate acceptor, uHTS (AID 1001). Alkaline phosphatase, tissue-nonspecific isozyme (Homo sapiens). purified TNAP, luminescent activation assay, no phosphate acceptor; higher activation fold means a stronger effect. activation fold at 20 µM, or EC50 in µM where a hit was titrated. 200,000 tested, 0.03% active; in the data active means activation fold from about 3, or a potency from the dose series; inactive means the rest, 99 in 100 with activation fold below about 1.6; further: many of its hits are not listed in these tables
Lipid droplet: inhibitors of hepatocyte lipid droplet formation, primary screen, imaging, high-throughput imaging, BODIPY stain. AID 1656, 2009. AML12 mouse hepatocytes, oleate lipid droplets. 240,000 tested, 0.4% active. inhibition, % at 6.5 µM;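 active means lipid droplet intensity inhibited by at least 50%, with more than 500 cells counted; inconclusive means wells with under 300 cells, treated as cytotoxic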
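Test system: AML12 mouse liver cells; schedule: overnight exposure; technique: high-content imaging of BODIPY-stained droplets and DAPI nuclei; read-out: % inhibition of corrected integrated BODIPY droplet signal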
MT stabilizer: microtubule stabilizers in HeLa cells, primary screen, imaging, high-content imaging; % tubulin-high responders, % at 10 µM; 200,000 tested, 0.83% active; AID 2205, 2009; HeLa tubulin immunostaining HCS, 24 h; share of cells brighter than vehicle mean+2SD;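 active means plate Z-score above 3 for both tubulin-high and condensed-nucleus cell shares, with cell loss under 80%, at 10 µM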;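 further: anti alpha tubulin signal scored within the nucleus-defined area of each cell; some results filed as inactive read as strong as hits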
PMI inhibition: human PMI inhibitors, high substrate, primary screen, biochemical, fluorescence intensity, high mannose 6-phosphate (AID 1220) | 190,000 tested, 0.66% active | recombinant PMI enzyme, coupled fluorescence intensity; higher % means a stronger effect | one-dose inhibition, % at 20 µM; IC50 in µM for titrated hits
Ins promoter up cell count: recorded beside Ins promoter up, whose call it bears; cell count; measured here: cytotoxicity, nuclei count;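 total cells summed across four imaged fields per well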
Lipid droplet cells 6.5 µM: further read-out of Lipid droplet, marked with its call; cell count; measured here: cell count, cytotoxicity flag;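 cells counted across two imaged fields per well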
b-catenin transl cell count 5 µM: further read-out of b-catenin transl, marked with its call; cell count; measured here: cell count, cytotoxicity flag
T cell HTS vesicle-bound %: also measured in T cell HTS; calls as there; double positive events, %; measured here: CD8+ vesicle-bound cell fraction;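 binding gate set so that unloaded-vesicle control wells show 10% double positive cells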
MT stabilizer Hoechst-high %: further read-out of MT stabilizer, marked with its call; % Hoechst-high responders; measured here: nuclear condensation Hoechst responders;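 share of cells brighter than vehicle mean plus two SD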
MT stabilizer cytotoxicity %: further read-out of MT stabilizer, marked with its call; toxicity, %; measured here: cytotoxicity by cell density;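 0% = mean cell density of plate MIN control wells and 100% = no cells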
Autophagy HCS cell loss 18 h: also measured in Autophagy HCS; calls as there; toxicity, %; measured here: cell loss, nuclei count;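 cell loss after 18 h compound exposure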
Starred values were filed as active, the others as inactive; i = inactive; ? = inconclusive; / = not tested or not shown; + = active, no number. Unless noted, no stated cut-off is given here; in the data, active means inhibition above about 50%; inactive means the rest.

Start of the data: the first 5 records, ahead of the listing:
SMILES | b-catenin transl | b-catenin transl cell count 5 µM | Autophagy HCS | Autophagy HCS cell loss 18 h | PMI inhibitors | T cell HTS | T cell HTS vesicle-bound % | Ins promoter up | Ins promoter up cell count | TNAP activators | Lipid droplet | Lipid droplet cells 6.5 µM | MT stabilizer | MT stabilizer Hoechst-high % | MT stabilizer cytotoxicity % | PMI inhibition
Cc1cc(C(=O)NCC(=O)OCC(=O)NCCc2ccccc2)ccc1[N+](=O)[O-] | -4.8 | 1084 | i | -24 | 6% | i | 61 | -0.14 | 1584 | 1.1 | 7 | 665 | 1.5 | 1.4 | 7.7 | 6%
CN(C)c1nc(=Nc2cccc(Cl)c2)ss1 | 0.0 | 1318 | / | / | / | i | 62 | ? | / | / | -16 | 675 | / | / | / | /
N#CCCN(C(=O)COC(=O)C1CCN(S(=O)(=O)c2cccs2)CC1)c1ccccc1 | -0.6 | 1082 | i | 28 | 0% | i | 34 | 0.26 | 1307 | 1.1 | 12 | 721 | 0.8 | 1.4 | 6.6 | -5%
Cc1cc(NC(=O)CSc2nnc(-c3ccccc3)n2Cc2ccco2)no1 | -0.8 | 1384 | i | -3 | -18% | i | 16 | 0.62 | 1511 | 1 | / | / | 4.1 | 2.3 | 2.5 | -11%
COc1ccc(N2CCN(CCCNC(=O)CC3Oc4ccc(C)cc4NC3=O)CC2)cc1 (stereo not given) | -0.3 | 1056 | i | 1 | 20% | i | 31 | 0.91 | 1820 | 1.1 | -4 | 673 | 3.8 | 2.5 | 3.2 | 19%

The list itself, from the start:
SMILES | b-catenin transl | b-catenin transl cell count 5 µM | Autophagy HCS | Autophagy HCS cell loss 18 h | PMI inhibitors | T cell HTS | T cell HTS vesicle-bound % | Ins promoter up | Ins promoter up cell count | TNAP activators | Lipid droplet | Lipid droplet cells 6.5 µM | MT stabilizer | MT stabilizer Hoechst-high % | MT stabilizer cytotoxicity % | PMI inhibition
Cc1cc(C(=O)NCC(=O)OCC(=O)NCCc2ccccc2)ccc1[N+](=O)[O-] | -4.8 | 1084 | i | -24 | 6% | i | 61 | -0.14 | 1584 | 1.1 | 7 | 665 | 1.5 | 1.4 | 7.7 | 6%
CN(C)c1nc(=Nc2cccc(Cl)c2)ss1 | 0.0 | 1318 | / | / | / | i | 62 | ? | / | / | -16 | 675 | / | / | / | /
N#CCCN(C(=O)COC(=O)C1CCN(S(=O)(=O)c2cccs2)CC1)c1ccccc1 | -0.6 | 1082 | i | 28 | 0% | i | 34 | 0.26 | 1307 | 1.1 | 12 | 721 | 0.8 | 1.4 | 6.6 | -5%
Cc1cc(NC(=O)CSc2nnc(-c3ccccc3)n2Cc2ccco2)no1 | -0.8 | 1384 | i | -3 | -18% | i | 16 | 0.62 | 1511 | 1 | / | / | 4.1 | 2.3 | 2.5 | -11%
COc1ccc(N2CCN(CCCNC(=O)CC3Oc4ccc(C)cc4NC3=O)CC2)cc1 (stereo not given) | -0.3 | 1056 | i | 1 | 20% | i | 31 | 0.91 | 1820 | 1.1 | -4 | 673 | 3.8 | 2.5 | 3.2 | 19%
Cc1ccccc1CN1CCN(CC2CC3C=CC2C3)CC1 (stereo not given) | -1.5 | 1078 | i | 33 | 12% | i | 19 | 0.05 | 876 | 1 | 3 | 805 | 1.0 | 1.4 | 4.7 | 5%
CC1(C)CC(=O)C2=C(C1)Oc1nc3ccccc3cc1C2C(C#N)C#N (stereo not given) | -0.9 | 1403 | i | 20 | 8% | i | 31 | 0.46 | 1630 | 1.1 | / | / | 4.7 | 1.1 | 2.3 | 11%
Cc1onc(-c2ccccc2)c1C(=O)N1CCN(c2ncccn2)CC1 | 2.8 | 878 | i | -6 | -4% | i | 61 | 0.31 | 1578 | 1.1 | 0 | 732 | 0.5 | 1.4 | 1.2 | -1%
Cc1ccccc1S(=O)(=O)NNC(=O)C(=O)NNc1ccccn1 | -0.6 | 1062 | i | 18 | 17% | i | 4 | 0.17 | 1866 | 2.5 | 26 | 737 | 3.8 | 2.3 | 4.3 | 18%
O=C(COC(=O)CC12CC3CC(CC(C3)C1)C2)Nc1ncc(Cl)cc1Cl | / | / | i | -4 | -2% | i | 47 | -0.77 | 941 | 1.1 | / | / | 1.6 | 1.9 | 12 | 0%
Cc1cc(C)n2nc(CCc3ccccc3)nc2n1 | / | / | i | 18 | -4% | i | 36 | -0.06 | 1070 | 1.2 | 21 | 824 | 3.1 | 3.9 | 13 | -7%
O=C(Cc1ccc(-c2ccccc2)cc1)NNC(=S)NCc1ccco1 | -1.9 | 1101 | i | 13 | 1% | i | 57 | 0.88 | 1112 | 0.9 | -2 | 718 | 1.6 | 1.1 | 3.9 | -3%
c1ccc(CC2CCN(C3=Nc4cccc5cccc3c45)CC2)cc1 | -1.7 | 1118 | + | 9.4* | 24% | i | 14 | / | / | 1 | 29 | 686 | 2.1 | 1.2 | 0.8 | 11%
NC(=S)Nc1ccc(Cl)cc1Cl | 0.7 | 1273 | / | / | / | i | 60 | -0.3 | 1355 | / | -1 | 657 | / | / | / | /
CN(C)c1ccc(CNn2cnnc2SCc2ccccc2F)cc1 | / | / | i | 2 | 12% | i | 56 | 0.41 | 1260 | 1.1 | 16 | 653 | 5.6 | 1.2 | 6.4 | 4%
COc1ccc(CN2C(=O)CCC2(C)C(=O)NC2CCCCC2)c(OC)c1 (stereo not given) | -3.7 | 1029 | i | 36 | 4% | i | 12 | 1.5 | 1369 | 1.1 | / | / | 4.8 | 2.6 | 18 | 4%
CCOC(=O)c1sc2nccc(N(C)C)c2c1N=CN(C)C | -8.7 | 1232 | i | 5 | 10% | i | 62 | 0.18 | 1263 | 1.1 | -3 | 725 | 3.1 | 1.9 | 7.5 | 6%
Fc1ccc(NC(=S)NCc2ccccc2Cl)cc1 | -6.5 | 490 | i | 13 | -3% | i | 24 | 0.08 | 1226 | 1.1 | 15 | 678 | 1.3 | 2.8 | 12 | -6%
COc1cccc(OC)c1C(=O)Nc1nc2ccc([N+](=O)[O-])cc2s1 | -3.9 | 1133 | i | 25 | 17% | i | 53 | 0.2 | 1553 | 1.1 | 12 | 668 | 2.3 | 1.2 | 1.3 | 15%
Cc1nn(-c2ccc(C(F)(F)F)cn2)c(C)c1Oc1ccccc1O | -7.9 | 985 | i | 2 | 7% | i | 25 | / | / | 0.9 | -7 | 803 | 3.2 | 1.3 | 10 | 3%
c1ccc(-c2cc(-c3ccc(N4CCOCC4)cc3)nc3ccccc23)cc1 | 0.8 | 977 | i | 2 | -9% | i | 9 | 0.64 | 1244 | 1.1 | 24 | 682 | 3.3 | 4.1 | 3.6 | -27%
CC(C)[C@H](NS(=O)(=O)/C=C/c1ccccc1)C(=O)OCC(=O)NC(N)=O | -0.4 | 1321 | / | / | / | i | 17 | 0.36 | 897 | / | -19 | 677 | / | / | / | /
Cc1ccc(-n2cccc2/C=C2/C(=N)N3C(=NC2=O)SN=C3S(C)(=O)=O)cc1 | -1.2 | 1170 | i | -6 | -30% | i | 53 | 0.53 | 1280 | 1.1 | 8 | 704 | 1.9 | 3.0 | 5.3 | -17%
CC(=O)Nc1ccc(OCC=C(Cl)Cl)cc1 | -0.5 | 1064 | i | 0 | 4% | i | 33 | 0.5 | 1908 | 1.1 | -13 | 699 | 3.9 | 1.4 | 41 | 4%
CC(=O)Nc1ccccc1-c1nc2ccccc2nc1OCC(=O)c1ccc(Br)cc1 | -0.1 | 1359 | i | -1 | -7% | i | 10 | -0.48 | 1713 | 1.1 | / | / | 1.4 | 1.7 | 1.8 | -10%
Cc1cccc(Cl)c1NC(=O)N1CCCN(c2nc3ccc(Cl)cc3s2)CC1 | -3.4 | 1206 | / | / | / | i | 20 | -0.36 | 1466 | / | -1 | 696 | / | / | / | /
Cc1ccccc1C(=O)c1cccn1CC(=O)NCc1ccco1 | / | / | i | 7 | 0% | i | 7 | / | / | 1.1 | / | / | 4.6 | 2.2 | 6.4 | -2%
CN1CCN(C(=O)c2ccc(CN(c3ccccc3)S(=O)(=O)c3ccccc3)cc2)CC1 | 1.1 | 1007 | i | 14 | -2% | i | 21 | / | / | 1 | -7 | 718 | 2.5 | 1.4 | 4.7 | 4%
COc1ccc(N2C(=O)CSC23C(=O)N2CCCc4cccc3c42)cc1 (stereo not given) | -2.0 | 902 | i | 5 | -5% | i | 18 | -0.41 | 1215 | 1.1 | / | / | 4.7 | 2.1 | 6.7 | -6%
S=C(N/N=C/c1ccc2ncccc2c1)Nc1ccccc1 | -2.0 | 1117 | i | -4 | -1% | i | 13 | 0.25 | 1295 | 1.3 | 3 | 712 | 4.8 | 2.0 | 12 | 4%
CC1CC1C(=O)Nc1nc(-c2ccccn2)cs1 (stereo not given) | / | / | i | -1 | 33% | i | 13 | -0.3 | 799 | 1.2 | 7 | 801 | 3.4 | 2.0 | 5.3 | 11%
O=C1C2CC(O)CN2C(=O)N1c1ccccc1 (stereo not given) | -0.5 | 1551 | i | 19 | -4% | i | 52 | / | / | 1 | 8 | 650 | 3.3 | 1.0 | 10 | 0%
CC12CCC(C[N+](C)(C)C1)C2(C)C (stereo not given) | -0.9 | 494 | i | -40 | -5% | i | 4 | / | / | 1 | 6 | 754 | 2.0 | 2.2 | 8.8 | -3%
